Screens as filed in PubChem.
HSF1 inh: HSF1 inhibition; activity change, negative = inhibition, % at 7.5 µM (by protocol); NIH3T3-HGL HSE-luciferase, MG132-induced, luminescence 8 h; stronger effect = lower value; 300,000 compounds, 0.77% hits;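 active = more than half of replicate wells show activity change below -50%, luminescence cut by over half; inconclusive = some wells, but at most half, below -50%; inactive = no replicate well below -50%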;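 note: luciferase reports HSF-1 transcriptional activity via heat shock element; 0% = median of DMSO wells and -100% = zero luminescence signal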
aSyn UTR inh: 5' untranslated region of α-synuclein, MLPCN primary screen; alpha-synuclein 5'UTR reporter, inhibitor activity; 300,000 compounds, 0.82% hits; AID 1813; inhibition, % (tested at 7.5 µM); in the data active = inhibition above about 60%; inconclusive = no clear call, values can overlap the other calls;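 note: H4 neuroglioblastoma cells stably carrying SNCA 5'UTR luciferase fusion; 0% = DMSO wells and 100% = positive control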
HSP90 refold inh: blocks HSP90-mediated luciferase refolding in reticulocyte lysate; Rabbit reticulocyte lysate, luciferase refolding luminescence, 3 h; inhibition, % at 5.6 µM; 290,000 compounds, 0.91% hits;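 active = inhibition above the screen-wide mean plus 3 SD, computed separately per campaign, cut at about 16% in these data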;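 note: 0% = DMSO wells and 100% = 60 µM geldanamycin wells; inhibitors lower the luminescence because luciferase stays unfolded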
GSK3beta inhib: human GSK3beta kinase inhibition; 300,000 compounds, 0.038% hits; P49841; activity score (negative = inhibition), % at 10 µM; AID 2097; GST-GSK3beta kinase, ADP-Glo luminescence, 60 min; stronger effect = lower value;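 active = more than half of replicate wells score below -50%, meaning over 50% inhibition versus plate controls; inconclusive = some replicates but at most half score below -50%; inactive = no replicate scores below -50%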;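 note: 0% = median DMSO wells and -100% = median GW8510 positive control wells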
Target sequence (P49841 whole entry, looked up): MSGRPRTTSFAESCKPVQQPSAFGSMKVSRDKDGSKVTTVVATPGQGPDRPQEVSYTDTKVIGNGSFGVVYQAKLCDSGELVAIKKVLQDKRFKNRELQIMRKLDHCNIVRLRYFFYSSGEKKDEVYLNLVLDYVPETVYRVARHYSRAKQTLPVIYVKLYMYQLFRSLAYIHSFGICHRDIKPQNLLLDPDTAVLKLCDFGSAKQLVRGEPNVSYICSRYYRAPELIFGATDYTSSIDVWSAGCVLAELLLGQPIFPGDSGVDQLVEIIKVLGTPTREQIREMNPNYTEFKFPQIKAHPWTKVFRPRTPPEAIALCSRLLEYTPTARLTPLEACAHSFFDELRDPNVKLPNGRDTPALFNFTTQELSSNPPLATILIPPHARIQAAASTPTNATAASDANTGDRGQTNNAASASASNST
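Test system: GST-fused GSK3beta enzyme, cell-free | Quantity: 1.6 ng GST-GSK3beta enzyme per well | Reagent: 25 µM ATP with peptide substrate | Schedule: 60 min enzyme reaction, room temperature | Signal: Luminescent ADP-Glo measurement of ADP formed | Read-out basis: Score relative to plate controls | Control set: DMSO and 20 µM GW8510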
GSK3A inh: blocks human GSK-3 alpha kinase; P49840; ADP-Glo luminescence, 60 min; inhibition, % at 10 µM; 320,000 compounds, 0.1% hits;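 in the data active = inhibition above about 50%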;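 note: GST-tagged GSK-3 alpha with peptide substrate and 25 µM ATP; 0% = DMSO neutral wells and 100% = GW8510 positive control wells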
Target sequence (P49840 whole entry, looked up): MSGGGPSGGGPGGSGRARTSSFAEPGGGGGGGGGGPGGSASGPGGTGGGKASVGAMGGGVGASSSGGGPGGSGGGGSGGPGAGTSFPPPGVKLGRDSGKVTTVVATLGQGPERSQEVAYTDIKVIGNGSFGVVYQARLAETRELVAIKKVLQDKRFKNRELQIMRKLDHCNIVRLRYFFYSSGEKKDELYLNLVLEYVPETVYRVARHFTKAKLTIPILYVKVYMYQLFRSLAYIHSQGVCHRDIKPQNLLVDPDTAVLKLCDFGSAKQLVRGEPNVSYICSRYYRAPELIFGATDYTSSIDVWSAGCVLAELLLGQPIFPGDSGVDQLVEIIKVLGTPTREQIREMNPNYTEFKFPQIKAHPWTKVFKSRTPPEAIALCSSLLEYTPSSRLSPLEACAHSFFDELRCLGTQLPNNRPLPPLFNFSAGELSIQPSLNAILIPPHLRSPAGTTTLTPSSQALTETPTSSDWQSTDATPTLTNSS
KLF5 inhibitor: inhibitors of KLF5 expression. DLD-1 KLF5 promoter-luciferase reporter, luminescence. inhibition, % at 5 µM. 290,000 compounds, 0.23% hits;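 active = inhibition above a per-plate limit of that plate's mean compound inhibition plus 3 SD, cut at about 60% in these data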;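 note: 0% = DMSO wells and 100% = LY294002 at 200 µM; higher means less KLF5 promoter-driven luciferase light; inactives centre near -14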
PolyA inh: yeast polyadenylation inhibition | calls only at 12 µM | 300,000 compounds, 0.02% hits | AID 1875 | S. cerevisiae SKY197-pL101 polyadenylation reporter, beta-gal luminescence; efflux-impaired pdr1/pdr3 knockout yeast; score 100 = 6 SD above DMSO;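 active = lowest replicate activity score at least 50, where 100 means six control SD above control mean; inconclusive = lowest score under 50 but half or more replicates reach 50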;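 note: yeast exposed to compound for 9 h at 30 °C; higher score means more reporter readthrough which indicates perturbed polyadenylation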
AI-2 QS modul: Vibrio harveyi AI-2 quorum sensing modulation; Vibrio harveyi JMH597 AI-2 luminescence/OD600 ratio, 9 h; stronger effect = lower value; strain lacks LuxN and CqsS sensors; 0 = neutral-control median; activity change, % at 7.5 µM; 300,000 compounds, 0.4% hits; in the data active = activity change below about -75%, passing the limit was not always enough; inconclusive = no clear call, values can overlap the other calls;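 note: luminescence divided by OD600 gain over 9 h not by final OD600 alone; inactives centre near 13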
IEC-6 tox: IEC-6 cytotoxicity, counter-screen for KLF5 inhibitors. inhibition, % at 5 µM. luminescence viability. 290,000 compounds, 0.78% hits; in the data active = inhibition above about 22%;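 note: 0% = plate median of test compound wells and 100% = cytotoxic reference compound wells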
HSF-1 act: increases HSF-1 driven luciferase reporter signal | activation, % at 9 µM | 300,000 compounds, 1.7% hits | NIH3T3-HGL HSF-1 luciferase reporter, MG132, 8 h; 100% = twice DMSO control signal;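 active = mean replicate activation of at least 50% with a set share of replicates each reaching 50%; inconclusive = only one of those two conditions met; inactive = mean below 50% and too few replicates reaching it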;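 note: 0% = median of the neutral control wells and 100% = twice that signal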
* = called active by the depositor; i = inactive; ? = inconclusive; . = not tested or not shown. An excerpt; the hit share may differ from the screen's.

1	O=C(N/N=C/c1ccccc1OC(=O)c1ccc2c(c1)OCO2)c1cccc(F)c1
2	O=C1Nc2ccccc2/C1=N\N1CCOCC1
3	CCC(C)NC(=O)CCS(=O)(=O)c1ccc(Br)s1 (stereo unspecified)
4	COC(=O)CN1C(=O)COc2ccc(S(=O)(=O)N3CCCC3)cc21
5	NC(=O)c1oc2ccccc2c1NC(=O)c1ccc(F)cc1
6	C=CCn1c(SCCCc2ccccc2)nc2c1c(=O)[nH]c(=O)n2C
7	CCOC(=O)c1cnc(-n2nc(C)cc2C)nc1Nc1ccc(OC)cc1
8	Cc1nnc(Sc2nc3c(c(=O)[nH]c(=O)n3C)n2CCc2ccccc2)s1

compound no.	1	2	3	4	5	6	7	8
HSF1 inh	6	-1	2	-5	-2	0	2	8
aSyn UTR inh	-2	25	14	-7	-19	5	37	22
HSP90 refold inh	3	3	1	-1	0	-6	-1	.
GSK3beta inhib	0	-2	0	1	-6	3	0	-3
GSK3A inh	-2	-3	0	0	-20	-2	1	-5
KLF5 inhibitor	13	38	-28	-27	11	7	-16	.
PolyA inh	i	i	i	i	i	i	i	i
AI-2 QS modul	19	-12	3	9	10	1	12	14
IEC-6 tox	7	-1	0	3	5	1	-10	.
HSF-1 act	-8	2	0	3	18	-10	-8	1

Continued; it opens with the 2 that closed the last part.
7	CCOC(=O)c1cnc(-n2nc(C)cc2C)nc1Nc1ccc(OC)cc1
8	Cc1nnc(Sc2nc3c(c(=O)[nH]c(=O)n3C)n2CCc2ccccc2)s1
9	O=C(CSc1nnc2ccc(-c3cccnc3)nn12)Nc1ccc(F)cc1F
10	COc1ccc(C)cc1S(=O)(=O)N1CCCC(C(=O)NC2CC2)C1 (stereo unspecified)
11	S=c1[nH]nc(Cc2cccs2)n1-c1cccc2ccccc12
12	CCN(CC)CCN1C(=O)C2C(C(=O)Nc3ccc(C(C)C)cc3)C3C=CC2(O3)C1C(=O)NC1CCCCC1 (stereo unspecified)
13	CN(C)CCNC(=O)c1ccc(CS(=O)(=O)c2ccc(Br)cc2)o1
14	CCNC(=S)Nc1cc(OCC)c(N2CCOCC2)cc1OCC
15	CN(CCC#N)C(=O)COC(=O)c1ccc2[nH]c3c(c2c1)CCCC3
16	COc1cc(/C=C/C(=O)NCc2ccccn2)cc(OC)c1OC

compound no.	7	8	9	10	11	12	13	14	15	16
HSF1 inh	2	8	1	1	-4	-3	-6	-3	1	-4
aSyn UTR inh	37	22	9	-15	13	-20	-6	12	25	19
HSP90 refold inh	-1	.	0	5	-5	-2	-1	-4	0	-3
GSK3beta inhib	0	-3	2	1	2	3	0	0	2	0
GSK3A inh	1	-5	-2	0	-4	0	-3	-2	3	-1
KLF5 inhibitor	-16	.	-11	-36	-19	-22	-12	3	-5	-6
PolyA inh	i	i	i	i	i	i	i	i	i	i
AI-2 QS modul	12	14	26	-11	17	21	15	12	6	8
IEC-6 tox	-10	.	-1	-1	-7	-1	-5	-9	-1	4
HSF-1 act	-8	1	9	8	-1	-6	10	-5	-1	-1

17	O=C1CCCC2=C1Sc1ccccc1N2
18	COc1ccc(-c2ncc(CN3CCC(CO)(Cc4cccc(OC)c4)CC3)cn2)cc1
19	CC1(C)CC(=O)C(C=NCC2CCNCC2)=C(O)C1
20	Cc1oc(C(=O)O)cc1COc1ccc2c(C)cc(=O)oc2c1
21	CCOC(=O)N1CCN(c2ccc(Cl)c(Cl)c2)CC1
22	CC(C)CN(CC(C)C)C(=S)NC1CCCCC1
23	CC(C)(C)c1ccc(C(=O)N2CCCCCC2=O)cc1
24	O=[N+]([O-])c1ccc(N2CCSCC2)cc1O

compound no.	17	18	19	20	21	22	23	24
HSF1 inh	-13	-2	-3	-2	3	?	-42	0
aSyn UTR inh	-3	-8	23	-4	-3	11	91*	2
HSP90 refold inh	4	-1	0	-1	1	-1	1	-3
GSK3beta inhib	-23	-1	0	-1	-1	-1	4	-8
GSK3A inh	26	0	-2	-1	1	-1	-1	5
KLF5 inhibitor	-8	-12	-13	-40	-13	-24	47	-15
PolyA inh	i	i	i	i	i	i	i	i
AI-2 QS modul	-7	21	22	36	12	-2	7	25
IEC-6 tox	0	-3	2	1	4	6	0	-5
HSF-1 act	-5	12	-7	6	-8	-60	-47	3

25	O=C(CNC(=O)c1ccccc1Cl)N/N=C/c1ccc([N+](=O)[O-])s1
26	C/C(=N\NC(=O)CSc1nc2ccccc2s1)c1ccco1
27	Cc1cnc2c(C(=O)O)cnn2c1
28	COc1ccc(N2CCN(C(c3nnnn3CCc3ccccc3)C(C)C)CC2)cc1 (stereo unspecified)
29	COc1ccccc1N1C(=O)S/C(=C\c2ccc(C)s2)C1=O
30	CCOc1cc(/C=C(\C#N)C(N)=O)ccc1OS(=O)(=O)c1ccccc1
31	O=C1Nc2cc(Cl)c(Cl)cc2N(O)N1c1cccc(Cl)c1
32	O=C(CSc1ccccn1)Nc1nncs1

compound no.	25	26	27	28	29	30	31	32
HSF1 inh	29	-6	-12	1	11	1	16	-12
aSyn UTR inh	-43	-59	6	7	-135	0	-59	3
HSP90 refold inh	0	4	-2	1	0	-2	-1	1
GSK3beta inhib	1	0	-3	2	0	3	3	-4
GSK3A inh	.	-3	0	-7	-1	-1	-2	-1
KLF5 inhibitor	0	-35	11	-14	-114	-11	-19	-42
PolyA inh	i	i	i	i	i	i	i	i
AI-2 QS modul	40	0	1	16	10	2	0	-5
IEC-6 tox	-6	1	-2	3	4	1	-1	-7
HSF-1 act	29	-26	12	4	12	10	44	-5

33	Cc1cc(C)cc(OCC(=O)NNC(=O)CN2C(=O)c3ccccc3C2=O)c1
34	Cc1cc([N+](=O)[O-])ccc1NCc1ccccc1
35	O=C(N/N=C/C=C/c1ccccc1)NC1CCCCC1
36	Cc1cccc(C)c1OCC(=O)Nc1ccc(N2CCOCC2)cc1
37	O=C(CN1C(=O)CCS(=O)(=O)c2ccccc21)NCc1ccccc1
38	Cc1cc(=O)n2nc(N3CCCC3C(=O)Nc3ccc(C(C)C)cc3)sc2n1 (stereo unspecified)
39	O=S1(=O)c2ccccc2N=NN1Cc1ccc(Cl)c(Cl)c1
40	CC(=O)c1ccc(OCc2cc(C(=O)N(C)Cc3nc4c(C)cccc4[nH]3)no2)cc1

compound no.	33	34	35	36	37	38	39	40
HSF1 inh	.	11	4	-1	0	-4	-1	8
aSyn UTR inh	.	2	-11	11	4	-5	13	24
HSP90 refold inh	6	-3	1	1	5	4	-1	0
GSK3beta inhib	.	0	0	1	1	2	0	3
GSK3A inh	2	6	0	-2	3	-4	1	1
KLF5 inhibitor	15	-57	-17	13	9	-21	-28	-57
PolyA inh	.	i	i	i	i	i	i	i
AI-2 QS modul	.	25	12	30	11	22	-7	11
IEC-6 tox	8	-4	-10	-2	3	-2	-5	-3
HSF-1 act	.	19	16	14	-11	-10	1	13

41	C=CCN1CCN(C(CC(C)C)c2nnnn2CCOC)CC1 (stereo unspecified)
42	CC1=C(C(=O)OC2CCCCC2)C(c2ccc(O)cc2)NC(=O)N1 (stereo unspecified)
43	CC1(C)CC(=O)c2c(O)cc(OCC(=O)N3CCN(c4ccc(F)cc4)CC3)cc2O1
44	N/C(=N\N=C\c1ccc(O)cc1)c1nonc1N
45	Cc1ccc(CNC(=O)c2cnc(-c3ccccn3)nc2C(F)(F)F)cc1
46	O=[N+]([O-])c1ccc(N2CCN(S(=O)(=O)c3ccccc3)CC2)cc1
47	Cc1ccnc(N2C(=O)c3ccccc3C2O)c1 (stereo unspecified)
48	Clc1cccc(Oc2cnc3ccccc3n2)c1

compound no.	41	42	43	44	45	46	47	48
HSF1 inh	-10	9	-2	12	0	4	10	17
aSyn UTR inh	10	20	12	-182	-32	14	-20	-66
HSP90 refold inh	3	-2	-5	0	-3	-2	9	-1
GSK3beta inhib	2	1	1	-5	1	-2	0	-2
GSK3A inh	3	-3	3	8	3	-6	12	-3
KLF5 inhibitor	10	-16	-19	-120	0	-21	-145	-2
PolyA inh	i	i	i	i	i	i	i	i
AI-2 QS modul	20	9	11	13	10	24	16	25
IEC-6 tox	-1	-5	1	-4	-1	-1	2	-5
HSF-1 act	-7	4	-3	16	15	2	25	25

Screen by screen, as entered above.
Compounds 19–27 in HSF-1 act: -7, 6, -8, -60, -47, 3, 29, -26, 12
Compounds 19–27 in HSP90 refold inh: 0, -1, 1, -1, 1, -3, 0, 4, -2
Compounds 19–27 in GSK3A inh: -2, -1, 1, -1, -1, 5, ., -3, 0

Other records follow:
49	CC(=O)c1ccc(C(=O)Nc2sc3c(c2C(N)=O)CCN(Cc2ccccc2)C3)cc1
50	c1ccc2c(c1)CCN(C1CCCCC1)C2
51	CCOCCCNC(=S)N1CCN(c2nc(-c3ccccc3)cs2)CC1
52	CCOC(=O)CNC(=O)c1cn(CC)c(=O)c2cc(OC)c(OC)cc12
53	CCN(CC(=O)Nc1c(F)cccc1F)C(=O)c1ccc(C2SCCS2)cc1
54	CCOC(=O)CCCCC(=O)c1[nH]c(=O)[nH]c1CSc1nc(C)cc(C)n1
55	Cc1cccc(-n2cc(CNCCN3CCOC3=O)c(-c3cccc(F)c3)n2)c1
56	O=C(c1cn(-c2ccc(Cl)c(Cl)c2)nn1)C1CC1

compound no.	49	50	51	52	53	54	55	56
HSF1 inh	-47	-2	0	-1	4	-2	4	10
aSyn UTR inh	-44	-21	-7	24	3	5	-55	-107
HSP90 refold inh	4	3	-1	3	.	1	1	2
GSK3beta inhib	3	-4	-1	3	2	6	4	-5
GSK3A inh	-2	-2	-2	.	-4	-2	2	-3
KLF5 inhibitor	-10	-52	-54	4	.	-29	-40	23
PolyA inh	i	i	i	i	i	i	i	i
AI-2 QS modul	5	-7	24	-3	14	8	20	13
IEC-6 tox	1	4	-3	4	.	4	2	0
HSF-1 act	-54	7	6	-2	2	-10	35	23

57	Cc1cccc(-c2nc(CSCC(=O)N3CCN(Cc4ccc5c(c4)OCO5)CC3)c(C)o2)c1
58	Cc1ccc(C(=O)NNC(=O)C2CCN(Cc3ccc(Cl)c(Cl)c3)CC2)cc1
59	N#Cc1sc(=O)[nH]c1Cl
60	CC(C)(C)NC(=O)Cn1cnc2cc([N+](=O)[O-])ccc2c1=O
61	O=C(Nc1ccc(C(=O)O)cc1)/C(=C\c1ccc2c(c1)OCO2)NC(=O)c1ccc(Br)cc1

compound no.	57	58	59	60	61
HSF1 inh	14	-5	-7	-3	-5
aSyn UTR inh	28	15	4	21	17
HSP90 refold inh	1	-1	.	-1	-1
GSK3beta inhib	0	1	3	1	2
GSK3A inh	.	-2	0	2	-1
KLF5 inhibitor	14	3	.	-1	-8
PolyA inh	i	i	i	i	i
AI-2 QS modul	12	7	8	29	24
IEC-6 tox	1	-3	.	-3	-3
HSF-1 act	23	0	8	-4	0
